GLS inh: qHTS for Inhibitors of Glutaminase (GLS) | GLS enzymatic activity, qHTS titration | AID 624170, 2012 | 0.21% of 410,000 active | Potency, µM (top dose mostly 45.5 µM), for inactives: at the top dose activity change, negative = inhibition, actives largely listed as inhibitors; further: potency means the concentration at half of the fitted maximal effect; on the % scale 0 is the no-effect control and ±100 the full control effect
Target sequence (O94925 whole entry, looked up): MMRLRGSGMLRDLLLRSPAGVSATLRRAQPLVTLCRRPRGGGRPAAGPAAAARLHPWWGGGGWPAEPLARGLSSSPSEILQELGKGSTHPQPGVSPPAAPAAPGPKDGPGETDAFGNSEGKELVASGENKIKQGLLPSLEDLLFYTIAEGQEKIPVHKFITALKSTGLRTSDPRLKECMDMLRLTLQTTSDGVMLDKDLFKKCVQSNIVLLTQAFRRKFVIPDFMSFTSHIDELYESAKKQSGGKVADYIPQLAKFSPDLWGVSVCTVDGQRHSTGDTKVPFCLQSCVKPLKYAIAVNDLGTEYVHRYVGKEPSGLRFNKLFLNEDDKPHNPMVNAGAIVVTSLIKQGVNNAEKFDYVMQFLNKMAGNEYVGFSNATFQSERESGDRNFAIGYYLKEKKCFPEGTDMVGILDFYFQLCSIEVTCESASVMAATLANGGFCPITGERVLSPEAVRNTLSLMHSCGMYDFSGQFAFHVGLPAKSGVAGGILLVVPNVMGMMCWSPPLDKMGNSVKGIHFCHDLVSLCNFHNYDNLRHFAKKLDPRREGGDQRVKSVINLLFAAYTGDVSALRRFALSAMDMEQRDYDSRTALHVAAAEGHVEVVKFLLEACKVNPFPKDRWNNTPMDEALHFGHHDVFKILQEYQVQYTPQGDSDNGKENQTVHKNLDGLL
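Human kidney-isoform GLS in 45 mM KH2PO4 pH 8.2, 0.02% Tween-20, with compound, started with 1mM L-Glutamine (added stock). Glutamate oxidase/HRP/Amplex red coupled fluorescence read at start and after 30 min at RT.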
Tb PGK inh: qHTS Assay to Find Inhibitors of Phosphoglycerate Kinase; Phosphoglycerate kinase, glycosomal (Trypanosoma brucei brucei), P07378; PGK/GAPDH coupled, Kinase-Glo luminescence, 60 min; Potency, µM (top dose mostly 57.5 µM), for inactives: at the highest dose activity change, negative = inhibition, hits mostly inhibitors; 0.043% of 380,000 active; further: potency means the concentration at half of the fitted maximal effect; on the % scale 0 is the no-effect control and ±100 the full control effect; nearly all actives have a fitted effect of over 60% in size
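Recombinant glycosomal PGK reaction used 1,3-bisphosphoglycerate generated in-well by GAPDH (100nM final) in 100mM TEA pH 7.6, 5mM MgCl2, 0.01% Tween-20. After 60 minutes at room temperature, ATP was read by Kinase-Glo Plus luminescence end-point.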
JMJD2A Tudor: qHTS Assay for Inhibitors of JMJD2A-Tudor Domain. 4.4% of 390,000 active. Potency, µM (titrated, usually from 114 µM), without a hit: top-dose activity change, negative = inhibition, actives largely listed as inhibitors. AlphaScreen JMJD2A-Tudor / H3K4me3 peptide binding. Lysine-specific demethylase 4A (Homo sapiens), O75164; further: potency means the concentration at half of the fitted maximal effect; on the % scale 0 is the no-effect control and ±100 the full control effect; nearly all actives have a fitted effect of over 50% in size
Pin1 inhibitor: qHTS Assay to Find Inhibitors of Pin1 | 0.009% of 390,000 active | Potency, µM (highest dose often 115 µM), inactives show at the highest dose activity, negative = inhibition, hits mostly inhibitors | Pin1 FP peptide displacement, HiFluor488, 10 min | AID 504891, 2011; active means well fitted inhibition curve with a large enough effect in the polarisation, with a control signal flat, not every such curve was filed as active; inconclusive means small, poorly fitted or top-dose-only effect, or effect the other way, or a change in a side signal; inactive means no such curve, though single readings can be large or run the other way; the % refers to the polarisation; further: potency means the concentration at half of the fitted maximal effect; on the % scale 0 is the no-effect control and ±100 the full control effect
Target sequence (Q13526 whole entry, looked up): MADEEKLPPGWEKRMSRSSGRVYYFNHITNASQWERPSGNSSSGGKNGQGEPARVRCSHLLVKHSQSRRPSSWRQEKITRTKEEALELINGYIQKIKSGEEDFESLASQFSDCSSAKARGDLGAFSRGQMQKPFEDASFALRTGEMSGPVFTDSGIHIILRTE
BAZ2B inh: qHTS Assay for Inhibitors of BAZ2B; AlphaScreen BAZ2B-H3K14Ac peptide displacement; Potency, µM (titrated, usually from 114 µM), for inactives: top-dose activity change, negative = inhibition, usual class: inhibitors; 4.4% of 360,000 active; AID 504333, 2011; further: potency means the concentration at half of the fitted maximal effect; on the % scale 0 is the no-effect control and ±100 the full control effect; nearly all actives have a fitted effect of over 60% in size
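Multi-concentration screen (max 110 uM) measuring displacement of acetylated histone H3 peptide from BAZ2B by AlphaScreen, using 50 nM protein, 50 nM peptide and 10 ug/mL streptavidin donor plus Ni-chelate acceptor beads.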
G9a block: qHTS Assay for Inhibitors of Histone Lysine Methyltransferase G9a; G9a H3K9 monomethylation, AlphaScreen, 2 h; Potency, µM (top dose mostly 102 µM), for inactives: top-dose activity, negative = inhibition, hits mostly inhibitors; 8.8% of 350,000 active; AID 504332, 2011; further: potency means the concentration at half of the fitted maximal effect; on the % scale 0 is the no-effect control and ±100 the full control effect; nearly all actives have a fitted effect of over 75% in size
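G9a (20 nM) was preincubated 15 min with compound, then reacted 2 h at room temperature with 500 nM biotin-H3K9 peptide and 20 µM SAM. Monomethyl-H3K9 detected by AlphaScreen using anti-H3K9me1 antibody.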
POLH inh: qHTS for Inhibitors of Polymerase Eta | Potency, µM (doses to about 114 µM), for the others: top-dose activity change, negative = inhibition, hits mostly inhibitors | recombinant Pol eta, fluorescent DNA replication assay | DNA polymerase eta (Homo sapiens), Q9Y253 | 1.2% of 390,000 active | AID 588591, 2011; further: potency means the concentration at half of the fitted maximal effect; on the % scale 0 is the no-effect control and ±100 the full control effect
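Pol eta at 10 nM preincubated with compounds 15 min at room temperature; reaction started with fluorescent substrate (50 nM final) and read kinetically at 0 and 10 min.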
PI4K2A inh: qHTS for small molecular inhibitors of PI4K2A; purified PI4K2A, ADP-Glo luminescence, 1 h; stronger effect = lower value; Phosphatidylinositol 4-kinase type 2-alpha (Homo sapiens), Q9BTU6; AID 1346378, 2018; activity change, negative = inhibition, % at 76.9 µM; 0.13% of 420,000 active; in the data active means activity change below about -50%; inconclusive means mostly about -30% to -49%;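 further: -100% = wells without enzyme as full effect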
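ADP-Glo luminescence measured ADP generated by PI4K2A enzyme (4 ug/mL before mixing) with 1.2 mM PI substrate (pre-mix) and 300 microM ATP (pre-mix). Tris pH7.5 buffer with MgCl2, Triton X-100; 1 h reaction at ambient temperature.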
HP1b binding inh: HTS for Inhibitors of HP1-beta Chromodomain Interactions with Methylated Histone Tails; Chromobox protein homolog 1 (Homo sapiens), P83916; AlphaScreen HP1-beta / biotin-H3K9me3 peptide binding; Potency, µM (series often up to 114 µM), for inactives: at the top dose activity change, negative = inhibition, usual class: inhibitors; 0.56% of 390,000 active; AID 540317, 2011; further: potency means the concentration at half of the fitted maximal effect; nearly all actives have a fitted effect of over 70% in size; inactives centre near 23
Target sequence (P83916 whole entry, looked up): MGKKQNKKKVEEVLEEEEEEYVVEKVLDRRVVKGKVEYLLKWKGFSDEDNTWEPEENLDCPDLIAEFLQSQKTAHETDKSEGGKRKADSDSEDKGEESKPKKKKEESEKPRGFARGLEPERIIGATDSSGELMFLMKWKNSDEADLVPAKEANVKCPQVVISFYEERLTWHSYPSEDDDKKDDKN
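Compound inhibition of the preformed complex between 50 nM HP1-beta and 50 nM biotinylated H3K9me3 peptide was read by AlphaScreen. Buffer was PBS pH 7.4 with 0.01% Tween-20. Incubations ran 30 min at room temperature, with 10 ug/mL donor/acceptor beads.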
Starred values were filed as active, the others as inactive; i = inactive; ? = inconclusive; . = not tested or not shown; & = joins results of further samples; [ ] = remark or other dose. Unless noted, the call rests on the fitted dose curve; in most records, active means well fitted curve in the direction sought with a large enough effect; inconclusive means small, poorly fitted or top-dose-only effect, or another doubt; inactive means no such curve, though single readings can be large; an effect the other way counts as inactive or inconclusive. Not all compounds are listed; rates above refer to the full screens.

Below each compound – GLS inh, Tb PGK inh, JMJD2A Tudor, Pin1 inhibitor, BAZ2B inh, G9a block, POLH inh, PI4K2A inh, HP1b binding inh
> O=c1ccc(-c2ccc(S(=O)(=O)Nc3cccc(F)c3)o2)n[nH]1
 : -4%, -8%, 2%, -6%, -13%, ?, 0%, -7, 27%
> Cc1ccc(NC(=O)c2cc(C(=O)c3cc(Cl)ccc3O)cn(-c3ccc(C)cc3)c2=O)cc1
 : -16%, -1%, -16%, 57%[activator], -11%, -6%[59 µM], -14%, -8, 7%
> Cc1cc(Nc2ccccc2C(=O)O)nc2nc3ccccc3c(=O)n12
 : -8%, 0%, -8%, 3%, 6%, -35%, 2%, 2, 26%
> COCCNC(=O)CN1CCOc2ccccc21
 : 18%, 3%, -15%, 3%, -2%, ?, -6%, -7, 19%
> CN(C(=O)COC(=O)c1cc(-c2ccc(Cl)s2)nc2ccccc12)C1CCS(=O)(=O)C1 (stereo not given)
 : 1%, 1%, 20%, -2%, 46%[activator], 129%[activator][59 µM], -4%, -3, 94%[activator]
> CC(COC(=O)c1ccccc1)(COC(=O)c1ccccc1)/[N+]([O-])=C/c1ccccc1
 : 0%, i, -21%, 3%, -7%, -12%[59 µM], -17%, 3, 22%
> CC(=O)Nc1cccc(C(=O)N/N=C/c2cccnc2)c1
 : -1%, 0%, 45µM*, 1%, -3%, 41%, -4%, 3, -11%
> O=C(c1cnn2ccccc12)N1CCc2ccccc21
 : -1%, -4%, -1%, -1%, 13%, -13%, -2%, -7, 27%
> O=C1NC(=O)C(c2ccccc2)(c2ccccc2)N1
 : -3%&-12%&0%, -10%&-4%, -3%&2%, 1%&0%, -1%&-20%&1%, 45%[59 µM], -6%, 3&0&-2&4&-5, 55%&5%[activator]
> O=C(Cn1c(=O)cnc2ccccc21)NCC(=O)Nc1ccc(F)c(F)c1
 : -6%, -10%, -6%, -5%, -2%, -5%[59 µM], -15%, -6, 18%
> CCOC(=O)c1cc(-c2ccccc2)sc1NC(=O)C(C)(C)C
 : 2%, -16%, 11%, 15%, -7%, 30%[12.7 µM], -11%, 3, 54%[activator]
> COc1ccccc1NC(=O)CSc1nc(=O)n(CCN2CCOCC2)c2c1CCC2
 : -6%, -6%, 6%, -7%, 7%, -30%, -10%, 4, 35%
> Oc1ccc(C=Nc2cccc3ncccc23)c(O)c1
 : -6%, -8%, ?, -8%, 11%, -16%[59 µM], 0%, 2, 16%
> CCOc1cccc2sc(N3CCN(C(=O)c4ccco4)CC3)nc12
 : -3%, 1%, -11%, -2%, -12%, ?, 14%, 4, 37%
> Cc1ccc(S(=O)(=O)N2CCC[C@H]2C(=O)NC2CCCCC2)cc1
 : -11%, -6%, ?, 1%, ., ., -10%, -1, 32%
> O=C(NCCCN1CCOCC1)C(=O)NCC1CCCO1 (stereo not given)
 : 7%, 21%, 6%[57.1 µM], 0%, 0%, 23%[59 µM], -13%, 1, 32%
> Cc1c(C(=O)NCC2COc3ccccc3O2)oc2ccc(S(=O)(=O)N3CC(C)CC(C)C3)cc12 (stereo not given)
 : 0%, 0%, -14%, 10%, 12%, -47%[2.33 µM], 4%, 1, 4%
> CNS(=O)(=O)c1cc(-c2nnc(Nc3ccc(CC(N)=O)cc3)c3ccccc23)ccc1C
 : 25%, i, -12%, -3%, -1%, 16%, -21%, 3, 39%[activator]
> Cc1ccc(S(=O)(=O)N2CCC(C(=O)OCC(=O)N(C)CC(=O)Nc3ccc(F)cc3)CC2)cc1C
 : 3%, 6%, -20%, 3%, -1%, ?, 0%, 0, 11%
> O=C(Nc1ccccc1N1CCCC1)c1ccc2ccccc2c1
 : -6%, i, -15%, 0%, ?, 45µM*, -10%, -4, 19%
> COc1ccccc1CCC(=O)N(Cc1ccccc1)c1c(N)n(Cc2ccccc2)c(=O)[nH]c1=O
 : 2%, i, -20%, 10%, -23%, -11%, -11%, -3, 0%
> NC(=O)CC(NC(=O)c1ccc(Br)cc1)c1ccc(NCc2ccc(F)cc2)c([N+](=O)[O-])c1 (stereo not given)
 : 2%, -1%, -13%, ?, -16%, ?, -15%, 2, 23%
> CCCc1cc(=O)oc2cc(C)c3c(C(C)(C)C)coc3c12
 : 2%, 3%, 12%, 6%, -19%, -6%[59 µM], -9%, 0, 10%
> COP(=O)(/C=C/c1ccccc1)C(O)c1ccc(F)cc1 (stereo not given)
 : 10%, -4%, -5%, 3%, 2%, -26%[12.7 µM], 3%, -7, 33%
> O=C(N/C(=C/c1cccc(Br)c1)C(=O)N1CCCCC1)c1ccco1
 : -4%, i, ., ., ., ., -15%, 1, .
> Cc1ccc(N2C(N)=C(C#N)C(c3cccnc3)C3=C2CCCC3=O)cc1 (stereo not given)
 : 20%, 1%, -17%, -5%, -8%, ?, -6%, -7, 18%
> Cc1ccccc1N(CC(=O)NCCSc1ccccn1)S(=O)(=O)c1ccccc1
 : 2%, -4%, -7%, -2%, -1%, ., -12%, -3, 45%[activator]
> CCCOc1ccc(/C(CC)=N/NC(=O)C2(C)CC2(Br)Br)cc1 (stereo not given)
 : 7%, 4%, -13%, -2%, 1%, -8%[59 µM], -29%, 1, 37%
> CCOCC(O)CNC(=O)c1ccc2nc(Cc3ccc(OC)c(OC)c3)oc2c1 (stereo not given)
 : -5%, -6%, -10%, 0%, ?, ., -1%, 4, 35%
> CC1CCC(NC(=O)Cn2c(=O)[nH]c3ccsc3c2=O)CC1 (stereo not given)
 : 15%, 2%, -13%, 2%, 6%, 14%[2.33 µM], -1%, 1, 22%

Carrying on.
Below each compound – GLS inh, Tb PGK inh, JMJD2A Tudor, Pin1 inhibitor, BAZ2B inh, G9a block, POLH inh, PI4K2A inh, HP1b binding inh
> COc1ccc(OCC(=O)Nc2ccccc2OC)cc1
 : 11%, -7%, 7%, 2%, -4%, 3%[59 µM], -7%, -5, 25%
> CC1(C)CC(=O)C2=C(C1)Nc1ccccc1N1C(=O)c3ccccc3C21 (stereo not given)
 : -5%, ., -13%, -4%, -16%, 2%[59 µM], -10%, 0, 27%
> COc1cc(OC)cc(C(=O)Nc2ccc(-c3nc4cc(C(C)C)ccc4o3)cc2)c1
 : -1%, 1%, 5%, ?, -1%, 0%[59 µM], -10%, -2, 32%
> Cc1ccc(CCNC(=O)c2cn(C)c3ccc(S(=O)(=O)N(C)C4CCCCC4)cc3c2=O)cc1
 : 0%, -8%, -28%, -6%, ., -5%[59 µM], -13%, 4, -1%
> CC1(C)CC(=O)CC(C)(C)N1OC(=O)c1ccncc1
 : -11%, -2%, -9%, -2%, 8%, 15%[59 µM], -10%, 12, 10%
> CCc1ccc(C(=O)NNc2cc(Cl)cc(Cl)c2)cc1
 : -6%, -2%, -16%, 1%, -4%, ., -9%, 3, 20%
> COc1ccc(NC(=O)CC2C(=O)N(c3cccc(OC)c3)C(=O)N2Cc2cccnc2)cc1 (stereo not given)
 : -5%, 0%, -13%, 1%, -12%, -9%[59 µM], -15%, -3, 11%
> Cc1nnc(Sc2cc(NCCO)c([N+](=O)[O-])c3nonc23)s1
 : -3%, 2%, ?, ?, -20%, 2µM*, ?, -19, 13µM*
> O=C(CCNC(=O)c1ccccc1)NCc1ccccc1F
 : -5%, 0%, -9%, 9%, -3%, 26%[59 µM], -3%, 0, 34%[activator]
> S=C(Nc1ccccc1)N1N=CCC1c1ccccc1 (stereo not given)
 : 2%, 6%, -2%, 4%, 3%, 3%[59 µM], -8%, -2, 14%
> O=[N+]([O-])c1ccc(N/N=C/C=C/c2ccco2)cc1
 : -5%, -10%, -21%, ?, ., ., -15%, -3, 2%
> CNC(=S)NNC(=O)c1cn(C)nc1C
 : 25%, -7%, -10%, 7%, -8%, 40µM*, -7%, 2, 54%[activator]
> O=C(CSc1nnc(CN2CCCCC2)n1-c1ccccc1)c1ccc2c(c1)OCO2
 : 1%, i, -28%, -2%, 6%, ?, -10%, 2, 22%
> Cc1ccc(Nc2c3c(nc4nncn24)CCC3)cc1C
 : 4%, ., -11%, 5%, 2%, -1%[59 µM], ., -2, 38%[activator]

5 records picked at random from the list so far, as already listed:
Below each compound – GLS inh, Tb PGK inh, JMJD2A Tudor, Pin1 inhibitor, BAZ2B inh, G9a block, POLH inh, PI4K2A inh, HP1b binding inh
> S=C(Nc1ccccc1)N1N=CCC1c1ccccc1 (stereo not given)
 : 2%, 6%, -2%, 4%, 3%, 3%[59 µM], -8%, -2, 14%
> CNC(=S)NNC(=O)c1cn(C)nc1C
 : 25%, -7%, -10%, 7%, -8%, 40µM*, -7%, 2, 54%[activator]
> CCc1ccc(C(=O)NNc2cc(Cl)cc(Cl)c2)cc1
 : -6%, -2%, -16%, 1%, -4%, ., -9%, 3, 20%
> Cc1nnc(Sc2cc(NCCO)c([N+](=O)[O-])c3nonc23)s1
 : -3%, 2%, ?, ?, -20%, 2µM*, ?, -19, 13µM*
> COc1ccc(NC(=O)CC2C(=O)N(c3cccc(OC)c3)C(=O)N2Cc2cccnc2)cc1 (stereo not given)
 : -5%, 0%, -13%, 1%, -12%, -9%[59 µM], -15%, -3, 11%

Screening results deposited in PubChem by National Center for Advancing Translational Sciences (NCATS).
